Pol kappa inh = blocks human DNA polymerase kappa activity; Q9UBT6; purified Pol kappa, fluorescent DNA synthesis assay, 10 min; Potency, µM (doses to about 107 µM), inactives show at the top dose activity, negative = inhibition, actives largely listed as inhibitors; actives 0.53% (n = 400,000); AID 588579; note: % is set by controls: 0 for no effect and ±100 for the full control effect
Target sequence (Q9UBT6 whole entry, looked up): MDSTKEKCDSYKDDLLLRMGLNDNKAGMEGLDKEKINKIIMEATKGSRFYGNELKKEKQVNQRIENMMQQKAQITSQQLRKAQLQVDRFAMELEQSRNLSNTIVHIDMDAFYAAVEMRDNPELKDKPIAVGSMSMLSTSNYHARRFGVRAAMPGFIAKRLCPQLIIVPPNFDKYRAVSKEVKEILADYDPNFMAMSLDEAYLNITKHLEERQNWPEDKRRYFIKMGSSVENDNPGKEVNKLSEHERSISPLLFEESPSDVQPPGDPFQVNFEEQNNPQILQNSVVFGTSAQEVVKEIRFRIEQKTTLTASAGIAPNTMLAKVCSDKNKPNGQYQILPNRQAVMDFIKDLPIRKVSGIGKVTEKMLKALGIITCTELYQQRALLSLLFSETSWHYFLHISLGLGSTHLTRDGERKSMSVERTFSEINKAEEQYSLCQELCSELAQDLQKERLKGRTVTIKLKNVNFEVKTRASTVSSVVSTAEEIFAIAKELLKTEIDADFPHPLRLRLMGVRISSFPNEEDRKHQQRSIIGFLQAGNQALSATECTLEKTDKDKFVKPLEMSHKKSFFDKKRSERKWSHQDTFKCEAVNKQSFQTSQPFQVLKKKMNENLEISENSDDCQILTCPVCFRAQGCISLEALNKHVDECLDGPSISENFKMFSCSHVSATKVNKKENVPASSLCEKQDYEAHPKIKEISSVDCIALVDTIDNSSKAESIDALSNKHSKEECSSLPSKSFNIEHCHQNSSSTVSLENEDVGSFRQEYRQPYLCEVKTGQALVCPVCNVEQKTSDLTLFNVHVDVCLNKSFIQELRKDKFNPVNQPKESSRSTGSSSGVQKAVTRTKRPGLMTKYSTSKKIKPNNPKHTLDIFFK
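First, compounds were pin-transferred onto 10 nM Pol kappa. After 15 min at room temperature, substrate was added to 50 nM final. Fluorescence was then measured kinetically at 0 and 10 min.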
BAZ2B inh = blocks human BAZ2B. Q9UIF8. AlphaScreen BAZ2B-H3K14Ac peptide displacement. Potency, µM (top dose mostly 114 µM), without a hit: at the highest dose activity change, negative = inhibition, hits mostly inhibitors. actives 4.4% (n = 360,000). AID 504333; note: % is set by controls: 0 for no effect and ±100 for the full control effect; nearly all actives have a fitted effect of over 60% in size
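BAZ2B (50 nM) with biotin-H3(5-23)K14Ac peptide (50 nM) in PBS pH 7.4, 0.01% Tween-20, preformed 30 min, then compound 30 min at room temperature; top concentration 110uM. AlphaScreen streptavidin donor/nickel chelate acceptor beads (10 ug/mL final), 20 min dark, signal read.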
POLH inh = blocks human DNA polymerase eta activity | Q9Y253 | recombinant Pol eta, fluorescent DNA replication assay | Potency, µM (series often up to 114 µM), for inactives: at the top dose activity change, negative = inhibition, most hits filed as inhibitors | actives 1.2% (n = 390,000); note: % is set by controls: 0 for no effect and ±100 for the full control effect
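Pol eta (10 nM) was preincubated with compounds for 15 min at room temperature, after which fluorescent replication substrate (50 nM final) was added to start the reaction. Fluorescence was read kinetically at 0 and 10 min.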
G9a block = blocks human histone lysine methyltransferase G9a; Q96KQ7; G9a H3K9 monomethylation, AlphaScreen, 2 h; Potency, µM (top dose mostly 102 µM), without a hit: top-dose activity, negative = inhibition, most hits filed as inhibitors; actives 8.8% (n = 350,000); note: % is set by controls: 0 for no effect and ±100 for the full control effect; nearly all actives have a fitted effect of over 75% in size
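Using a bead-based AlphaScreen, monomethylated H3K9 product from 2 h room-temperature reactions (G9a 20 nM, peptide 500 nM, SAM 20 uM) was detected with 0.5 ug/mL rabbit anti-H3K9me1 antibody.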
BLM inh = Bloom syndrome helicase (human) inhibition | Potency, µM (series often up to 56.1 µM), without a hit: top-dose activity change, negative = inhibition, usual class: inhibitors | recombinant BLM DNA unwinding, fluorescence dequenching | actives 0.2% (n = 350,000) | P54132;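 note: plate controls were vehicle for no effect and no enzyme for full effect; nearly all actives have a fitted effect of over 35% in size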
APEX1 inh = APE1 (human) endonuclease inhibition; P27695; recombinant APE1, TAMRA/BHQ-2 abasic DNA cleavage fluorescence; Potency, µM (titrated, usually from 65.8 µM), for inactives: top-dose activity change, negative = inhibition, most hits filed as inhibitors; actives 0.35% (n = 350,000); AID 2517;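 note: plate controls were vehicle for no effect and reference inhibitor for full effect; nearly all actives have a fitted effect of over 55% in size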
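Endonuclease cleavage of a quenched abasic-site DNA duplex (50 nM) by APE1 (0.75 nM) was tracked by TAMRA dequenching. Compounds were preincubated with enzyme 15 min at room temperature; data normalized to buffer-only and DMSO wells plus NSC13755 control.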
Anesthetic bind = binds horse apoferritin like a general anesthetic; P02791; AID 485281; Potency, µM (top dose mostly 77.5 µM), inactives show top-dose activity change, negative = displacement, usual class: inhibitors; actives 0.074% (n = 350,000); apoferritin/1-aminoanthracene competitive binding, fluorescence; note: % is set by controls: 0 for no effect and ±100 for the full control effect; nearly all actives have a fitted effect of over 20% in size
Target sequence (P02791 2-175 limits assumed): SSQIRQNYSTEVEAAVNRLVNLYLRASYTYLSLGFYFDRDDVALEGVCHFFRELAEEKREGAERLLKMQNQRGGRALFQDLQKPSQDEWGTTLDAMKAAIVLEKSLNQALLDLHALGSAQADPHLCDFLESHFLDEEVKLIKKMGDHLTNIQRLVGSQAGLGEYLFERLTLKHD
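Probe: 1-aminoanthracene (50% saturated, PBS). Protein: horse-spleen apoferritin, 10 uM. Incubation: 10 min, room temperature. Detection: 380 nm excitation, 535 nm emission. Analysis: normalized response, four-parameter Hill.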
Pol iota inh = blocks human DNA polymerase iota activity; Q9UNA4; Pol iota fluorescent replication assay, 10 min; Potency, µM (titrated, usually from 115 µM), without a hit: at the highest dose activity, negative = inhibition, most hits filed as inhibitors; actives 1% (n = 390,000); AID 588590
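Pol iota at 10 nM preincubated 15 min with compounds at room temperature; reaction started with fluorescent substrate, 50 nM final. Fluorescence read kinetically at 0 and 10 min; buffer-only wells as negative control.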
POLB inh = DNA polymerase beta (human) inhibition; P06746; Pol beta primer extension/strand displacement, fluorescence kinetic; Potency, µM (highest dose often 114 µM), for inactives: at the highest dose activity change, negative = inhibition, most hits filed as inhibitors; actives 1.3% (n = 340,000); AID 485314; note: % is set by controls: 0 for no effect and ±100 for the full control effect
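Kinetic readout of DNA synthesis with strand displacement by Pol beta. Compound and 10 nM enzyme sit 15 min at room temperature; 50 nM substrate starts the reaction, read immediately and at 10 min.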
The depositor's hits bear a star; ? = inconclusive; . = not tested or not shown; & = joins results of further samples; ! = a repeat was not active; [ ] = dose if it differs, or a comment. Calls come from the whole dose curve; as a rule, active = well fitted curve in the direction sought with a large enough effect; inconclusive = small, poorly fitted or top-dose-only effect, or another doubt; inactive = no such curve, though single readings can be large; an effect the other way counts as inactive or inconclusive. Potency is the fitted concentration of half-maximal effect.

item	canonical_smiles	Pol kappa inh	BAZ2B inh	POLH inh	G9a block	BLM inh	APEX1 inh	Anesthetic bind	Pol iota inh	POLB inh
1	COC(=O)c1sccc1NC(=O)c1ccc(Cl)s1	3%	7%	-6%	10%[59 µM]	0%	-9%	6%	36%[activator]	3%
2	CC(Oc1ccc2c(-c3ccccc3)cc(=O)oc2c1)C(=O)O (stereo unspecified)	-7%	-2%	0%	-23%	1%	4%	-13%	-17%	15%
3	Cc1cccc(C(=O)NNC(=O)C2CCCO2)c1 (stereo unspecified)	2%	2%	0%	14%[0.0925 µM]	-1%	17%	-5%	7%	24%
4	Nc1c(-c2nc(-c3cccs3)no2)nnn1-c1ccc(Cl)cc1	4%	-3%	-7%	4%[59 µM]	-1%	.	-4%	-3%	77%
5	COCCn1c(N)c(Sc2ccc([N+](=O)[O-])cc2)c(=O)[nH]c1=O	4%	-18%	-11%	0%	-2%	4%	-10%	94%[activator]	-14%
6	CCCOc1ccc(C(=O)Nc2ccc(NC(=O)c3ccccc3)c(C)c2)cc1	-10%	2%	-7%	?	2%	.	6%	22%	-2%
7	CCn1c(=S)[nH]c2c(c1=O)C(C)(C)Cc1ccccc1-2	2%	-17%	-19%	6%	-3%	-4%	?	3%	-11%
8	Cc1cccc(OCC(=O)NC(Cc2c[nH]c3ccccc23)C(=O)O)c1C (stereo unspecified)	-30%&-12%	-25%	2%	40µM*	-10%&-5%	0%	-17%&-2%	5%&-8%	?
9	O=C(CSc1n[nH]c(=O)n1C1CC1)Nc1cc(Cl)ccc1Oc1ccccc1	-2%	-6%	0%	-46%	-4%	-4%	-15%	7%	-19%
10	Cc1c(C(=O)NC2CCCc3ccccc32)oc2ccc(S(=O)(=O)N3CCCC3)cc12 (stereo unspecified)	-7%	3%	-2%	5%[2.33 µM]	-1%	-5%	-4%	12%	1%
11	O=C(COc1ccc(S(=O)(=O)NC2CCCCC2)cc1)NCc1cccnc1	-2%	7%	7%	2%[59 µM]	4%	4%	-7%	-2%	1%
12	O=C(CC1Nc2ccccc2NC1=O)NCCCN1CCCCCC1 (stereo unspecified)	0%	-29%	-5%	-15%[59 µM]	-4%	-3%	-17%	18%	21%
13	COC(=O)N1CCCc2cc(S(=O)(=O)NCc3ccccc3)ccc21	-17%	-5%	-11%	2%[59 µM]	-3%	.	-4%	-15%	0%
14	Cc1ccc(C(=O)C(C)OC(=O)CNS(=O)(=O)c2ccc(C)cc2)cc1 (stereo unspecified)	-12%	3%	-8%	17%[2.33 µM]	.	32%	.	-4%	.
15	Cn1nccc1NC(=O)Nc1cccc(Cl)c1	5%	-6%	-16%	-29%	-1%	-1%	-2%	54%[activator]	-1%
16	COC(=O)C1=C(C)N(Cc2ccco2)C(=O)N[C@H]1c1ccc(Br)cc1	.	?	.	50µM*	-2%&-4%	6%&11%	-12%	.	-17%
17	O=C(c1cc(S(=O)(=O)NCc2ccco2)ccc1Br)N1CCOCC1	1%	12%	-7%	-10%[12.7 µM]	.	15%	.	-10%	.
18	CC(C)N(Cc1ccccc1)C(=O)CN1C(=O)NC2(CCCc3ccccc32)C1=O (stereo unspecified)	-1%	-17%	-6%	9%	-5%	30%	-16%	-30%	-19%
19	Cc1ccc(S(=O)(=O)Nc2nc3ccccc3nc2Nc2cccc(S(=O)(=O)N3CCCC3)c2)cc1	?	-26%	-8%	19%[12.7 µM]	-5%	0%	-5%	7.1µM*	11%
20	COc1ccc(NC(=O)CN(c2cccc(C(F)(F)F)c2)S(C)(=O)=O)cc1OC	-18%	1%	-8%	4%[59 µM]	-15%	-2%	-11%	18%	-16%
21	CN(Cc1c(F)cccc1Cl)C(=O)C1CC(=O)N(CCc2ccccc2)C1 (stereo unspecified)	-6%	-12%	-19%	-19%	-6%	-6%	-7%	78%[activator]	-9%
22	CCCCOC(=O)c1ccc(NC(=O)c2cc(-c3ccccc3)on2)cc1	-1%	-13%	-14%	1%[59 µM]	0%	.	27%	50%[activator]	-25%
23	COc1ccc(OC)c(NC(=O)CCNS(=O)(=O)c2cccs2)c1	8%	10%	-12%	-6%[59 µM]	-7%	-2%	6%	-2%	8%
24	CC(C)(C)n1ncc2c(=O)n(Cc3ccc(Cl)cc3)cnc21	-5%&10%	0%	1%	2%	1%	-1%&-4%	-12%	10µM*!	-19%
25	O=[N+]([O-])c1cccc(CNC2CCCCCC2)c1	0%	-12%	-11%	14%	1%	2%	-21%	122%[activator]	28µM*
26	O=C(NCc1cccs1)C(NS(=O)(=O)c1cccc2nsnc12)c1ccccc1 (stereo unspecified)	-1%	3%	3%	19%	2%	-4%	-14%	-26%	?
27	CCCCN(C(=O)CSc1nnc(-c2ccccc2)n1C)c1c(N)n(Cc2ccccc2)c(=O)[nH]c1=O	-9%	1%	-7%	10µM*	4%	13%	-7%	13%	5%[57.1 µM]
28	CC(C)CNC(=O)NC(=O)COC(=O)COc1ccc(Cl)cc1Cl	-5%	-9%	-12%	5%	-7%	5%	?	4%	0%
29	Clc1ccc2c(c1)C1OCCC1C(c1ccco1)N2 (stereo unspecified)	-18%	-34%	-2%	?	-1%	-3%	-14%	128%[activator]	23%
30	COc1ccc(CNC(=O)c2ccc3c(c2)N(Cc2ccccc2)C(=O)c2ccccc2S3=O)cc1 (stereo unspecified)	-4%	-9%	-19%	0%[59 µM]	0%	.	-1%	-1%	-2%

Reprinted: nos. 16–19
item	canonical_smiles	Pol kappa inh	BAZ2B inh	POLH inh	G9a block	BLM inh	APEX1 inh	Anesthetic bind	Pol iota inh	POLB inh
16	COC(=O)C1=C(C)N(Cc2ccco2)C(=O)N[C@H]1c1ccc(Br)cc1	.	?	.	50µM*	-2%&-4%	6%&11%	-12%	.	-17%
17	O=C(c1cc(S(=O)(=O)NCc2ccco2)ccc1Br)N1CCOCC1	1%	12%	-7%	-10%[12.7 µM]	.	15%	.	-10%	.
18	CC(C)N(Cc1ccccc1)C(=O)CN1C(=O)NC2(CCCc3ccccc32)C1=O (stereo unspecified)	-1%	-17%	-6%	9%	-5%	30%	-16%	-30%	-19%
19	Cc1ccc(S(=O)(=O)Nc2nc3ccccc3nc2Nc2cccc(S(=O)(=O)N3CCCC3)c2)cc1	?	-26%	-8%	19%[12.7 µM]	-5%	0%	-5%	7.1µM*	11%

The listing continues:
item	canonical_smiles	Pol kappa inh	BAZ2B inh	POLH inh	G9a block	BLM inh	APEX1 inh	Anesthetic bind	Pol iota inh	POLB inh
31	CC1S/C(=N/N=C2CCC(C(C)(C)C)CC2)NC1=O (stereo unspecified)	-5%	56µM*	-18%	45%[activator][59 µM]	6%	-2%	-5%	15%	4%
32	Cc1cccc2c(C(=O)O)c3c(nc12)CCCCC3	0%	-35%	-22%	-5%[2.33 µM]	1%	-3%	-1%	-9%	-26%
33	CCc1c(C)nc2c(C#N)c[nH]n2c1=O	-2%	-17%	-10%	16%[2.33 µM]	-6%	-6%	-4%	-12%	-20%
34	CCN1CCc2c(sc(NC(=O)c3ccc(S(=O)(=O)N(C)c4ccccc4)cc3)c2C(=O)NC)C1	-1%	-2%	-6%	96%[activator]	-14%	17%	?	59%[activator]	-17%
35	Cc1cccc(C(=O)N[C@H](C(=O)Nc2cc(S(=O)(=O)N3CCCCC3)ccc2C)C(C)C)c1	-1%	-7%	-18%	-9%[59 µM]	-1%	2%	-19%	10%	30%
36	CC(=O)NC1=NN(c2ccccc2)C(=O)C1	-8%	?	-12%	16%[0.0925 µM]	1%	-4%	-4%	-3%	3%
37	O=C(O)/C=C\C(=O)Nc1ccc(Oc2ccccc2)cc1	3%	-22%	-15%	?	2%	-3%	?	1%	-1%
38	Cc1cccc(C)c1OCCCCc1c(C)n[nH]c1C	-9%	-22%	-15%	?	0%	5%	?	?	1%
39	CC(N=C(NC#N)Nc1ccncc1)C(C)(C)C (stereo unspecified)	0%[60.1 µM]	2%	-4%	51%[activator][12.7 µM]	6%&3%&-1%	-4%&3%&-1%&-1%&9%	-5%&-1%&8%	4%	-12%[57.1 µM]
40	COc1ccc2sc3ccccc3c(=O)c2c1OC	-7%	-24%	-9%	22%	-2%	1%	-11%	2%	-1%
41	CCc1nc2ccc(C(=O)NCc3ccccc3C)cc2nc1CC	-7%[60.1 µM]	1%	-14%	8%[59 µM]	1%	.	-3%	-8%	-12%
42	COc1ccc(-n2c(=O)c3c4c(sc3n3c(SC(C)C)nnc23)COC(C(C)C)C4)cc1 (stereo unspecified)	-2%	-5%	-13%	-52%[59 µM]	-7%	.	0%	4%	5%
43	Cc1ccc(-c2nn3c(C)nnc3s2)cc1NC(=O)c1cccs1	-9%	2%	-20%	-28%[12.7 µM]	-4%	0%	-5%	?	?
44	COc1ccc(CCNC(=O)C2CCN(C(=O)c3ccc(F)cc3)CC2)cc1OC	2%	9%[0.457 µM]	-12%	31%[59 µM]	0%	18%	-5%	35%[activator]	35%
45	NS(=O)(=O)c1ccc(NC(=O)/C=C/c2cccc(Cl)c2)cc1	-16%	-18%	-4%	8%	1%	-12%	-11%	-8%	0%
46	COCCNC(=O)CCC1CCN(Cc2cccc(Oc3ccccc3)c2)CC1	-17%	11%	8%	.	-2%	-8%	-9%	89%[activator]	-2%
47	COc1ccc(-n2c(COc3cccc4ccccc34)nnc2SC(C)C(=O)O)cc1 (stereo unspecified)	-5%	0%	-12%	11%	0%	6%	-6%	-15%	7%
48	CCn1c(C)nc2cc(NC(=O)Nc3cccc(C(C)=O)c3)ccc21	1%	-17%	-28%	13%	-7%	29%	-3%	-20%	-28%
49	CCN(CC)C(=O)c1ccccc1NS(=O)(=O)c1ccc(C)cc1	0%	8%	-1%	13%[59 µM]	-3%	-2%	-15%	3%[58.9 µM]	11%
50	Cc1nnc(NC(=O)CCCOc2ccccc2)s1	-5%	0%	-13%	?	3%	-1%	4%	-3%	1%
51	Cc1cc(NC(=O)CSc2nnc(-c3ccco3)n2N)no1	-21%	.	-16%	.	.	4%	.	7%	.
52	CC1=C(C(=O)Nc2ccccc2)C(c2ccco2)C(C#N)=C(SCC(=O)Nc2cccc(C)c2C)N1 (stereo unspecified)	-9%	10%	-14%	?	-4%	10%	2%	-11%	4%

Assay outcomes deposited in PubChem by National Center for Advancing Translational Sciences (NCATS).

Not all compounds are listed (hit frequency here may not be typical).
